# LANA DNA inh = inhibitors of KSHV LANA C-terminal domain DNA binding. inhibition, % at 9 µM. AID 504423. 340,000 tested, 0.078% active. MBP-C-LANA/FAM-LBS DNA binding, fluorescence polarization;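 active = highest replicate inhibition at or above 60% at 9 µM, even if other replicates fall short; inactive = all replicates below 60% inhibition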;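 note: 0% = neutral control wells and 100% = 4 µM acridine orange control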
# PvdQ inh = blocks Pseudomonas aeruginosa PvdQ acylase activity; 340,000 tested, 0.063% active; inhibition, % at 10 µM; purified PvdQ acylase, fluorescence plate reader; in the data active = inhibition above about 30%, passing the limit was not always enough;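 note: 0% = vehicle neutral wells and 100% = reference inhibitor wells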
# Arrestin-AP2 inh = human beta-arrestin and AP2 interaction inhibition; FITC-arrestin peptide / GST-AP2 beads, flow cytometry; AP2 beta2 appendage carries R879A mutation; inhibition, % at 10 µM; 340,000 tested, 0.31% active;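 active = inhibition above a set limit, near 3 SD of compounds lacking own fluorescence, cut at about 54% in these data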;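 note: plate controls were DMSO wells for no effect and 5 µM unlabelled arrestin peptide for full effect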
#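 Material – GST-tagged AP2 beta2-adaptin appendage (R879A) on 4 µm glutathione beads · Probe or stimulus – fluorescein-tagged arrestin peptide at 50 nM final · Timing – 12 min plus 1 h, RT · Detection – bead flow cytometry, FITC channel · Read-out basis – inhibition as reduced fluorescein signal on beads, percent · Medium – PBS plus Tween 20 (0.05%) and BSA (0.1%)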
# Cardiac RTF inh = cardiac RTF calcium desensitization; 340,000 tested, 0.12% active; P19429+P45379; AID 493244; IANBD-labeled cardiac RTF, Ca2+ fluorescence; inhibition, % at 7.15 µM;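 active = inhibition above the mean inhibition of all tested compounds plus 3 SD, cut at about 17% in these data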;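 note: assay run at fixed EC70 calcium of 1.6 mM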
# SR-BI DiI inh = mouse SR-BI HDL lipid transfer inhibition; ldlA[mSR-BI] CHO cells, DiI-HDL uptake fluorescence, 3 h; Q61009; inhibition, % at 12.5 µM; 320,000 tested, 0.96% active; AID 488896;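 active = mean replicate inhibition of at least 70% and a set share of replicates each scoring 70 or more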;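 note: 0% = median of neutral control wells and 100% = median of positive control wells; values of inactives mirror those of a sister screen read the other way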
# SR-BI DiI-HDL act = activators of SR-BI mediated HDL lipid uptake; CHO ldlA[mSR-BI] cells, DiI-HDL uptake fluorescence, 3 h; 100 = double the neutral-control signal; activation, % at 12.5 µM; 320,000 tested, 0.096% active;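 active = mean replicate activation of at least 60% and every replicate at or above 60%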;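 note: 0% = median plate neutral-control signal and 100% = twice that signal; values of inactives mirror those of a sister screen read the other way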
#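 Test system: SR-BI-overexpressing, LDLR-lacking CHO cells; Medium: Ham's F12 with 0.5% BSA, HEPES 25 mM, pH 7.4; Schedule: 3 h, 37 °C; Technique: bottom-read fluorescence, 550/595 nm.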
# NSD2 inh = blocks human histone methyltransferase NSD2; O96028; NSD2 peptide methylation, AlphaScreen, 120 min; inhibition, % at 12.5 µM; 310,000 tested, 0.54% active; AID 743445; in the data active = inhibition above about 50%
# PKA-R2B activ = activates the human PKA-R2B holoenzyme complex; P22694+P31323; PKA-R2B holoenzyme dissociation, Cy5-IP20 fluorescence polarization; R2B truncated from residue 108, S112A mutant; 0% DMSO only, 100% 113 µM cGMP; activation, % at 11.4 µM; 340,000 tested, 0.079% active; AID 504700;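 active = activation above a cutoff set at the mean over all compounds plus 3 SD, cut at about 18% in these data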;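 note: higher means more holoenzyme dissociation and a rise in polarization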
# Target sequence (P31323 whole entry, looked up, other chains not shown, the tested form may be a part): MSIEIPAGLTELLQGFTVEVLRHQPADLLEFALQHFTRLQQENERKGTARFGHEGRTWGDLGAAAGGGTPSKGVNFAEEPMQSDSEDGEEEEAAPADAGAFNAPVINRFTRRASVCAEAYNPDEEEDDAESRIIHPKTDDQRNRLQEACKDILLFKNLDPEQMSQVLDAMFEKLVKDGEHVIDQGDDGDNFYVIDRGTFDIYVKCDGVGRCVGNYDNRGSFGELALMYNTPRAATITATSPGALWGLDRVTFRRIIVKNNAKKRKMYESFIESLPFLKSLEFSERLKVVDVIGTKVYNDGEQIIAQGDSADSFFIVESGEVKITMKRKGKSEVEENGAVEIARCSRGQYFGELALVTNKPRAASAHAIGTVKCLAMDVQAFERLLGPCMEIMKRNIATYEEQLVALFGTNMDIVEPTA
# Keap1 Nrf2 FP = disrupts human Keap1 binding to Nrf2 peptide; Q14145; Keap1 Kelch-Nrf2 peptide fluorescence polarization, 1536-well; inhibition, % at 9.4 µM; 340,000 tested, 0.15% active; AID 504523; in the data active = inhibition above about 12%;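 note: human Keap1 Kelch domain with fluorescein labeled Nrf2 9mer peptide probe; 0% = neutral control wells and 100% = peptide positive control; higher means more block of Keap1 binding to Nrf2 peptide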
# DAGLB inhibitor = blocks human DAGLB lipase activity; inhibition, % at 5.17 µM; HEK293T DAGLB membrane lysate, EnzChek fluorogenic substrate; 340,000 tested, 0.059% active; Q8NCG7; AID 504411; in the data active = inhibition above about 34%;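 note: 0% = enzyme with vehicle and 100% = wells lacking enzyme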
# Target sequence (Q8NCG7 whole entry, looked up): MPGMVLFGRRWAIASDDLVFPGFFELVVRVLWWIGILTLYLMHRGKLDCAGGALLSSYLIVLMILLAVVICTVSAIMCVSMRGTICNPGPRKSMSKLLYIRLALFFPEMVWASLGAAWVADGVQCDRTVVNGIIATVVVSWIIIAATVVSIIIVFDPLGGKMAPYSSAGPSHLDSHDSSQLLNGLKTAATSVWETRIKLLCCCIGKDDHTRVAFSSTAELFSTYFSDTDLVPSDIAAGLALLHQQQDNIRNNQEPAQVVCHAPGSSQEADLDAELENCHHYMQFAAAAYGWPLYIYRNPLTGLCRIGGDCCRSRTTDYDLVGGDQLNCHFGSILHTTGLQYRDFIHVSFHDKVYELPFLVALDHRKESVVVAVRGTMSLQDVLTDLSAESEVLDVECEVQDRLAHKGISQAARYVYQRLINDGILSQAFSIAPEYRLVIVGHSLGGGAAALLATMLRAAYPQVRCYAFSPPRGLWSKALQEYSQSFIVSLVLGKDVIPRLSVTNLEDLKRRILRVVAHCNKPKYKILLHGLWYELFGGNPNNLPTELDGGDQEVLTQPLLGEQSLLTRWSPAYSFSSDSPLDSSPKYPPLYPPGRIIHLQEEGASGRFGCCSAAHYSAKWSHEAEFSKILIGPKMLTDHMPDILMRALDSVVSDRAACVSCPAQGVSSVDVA
# Starred values were filed as active, the others as inactive; nt = no result given.
nr	molecule	Keap1 Nrf2 FP	PvdQ inh	PKA-R2B activ	SR-BI DiI-HDL act	SR-BI DiI inh	NSD2 inh	DAGLB inhibitor	LANA DNA inh	Cardiac RTF inh	Arrestin-AP2 inh
1	COc1ccccc1CNC(=O)CSc1ccc(-c2cccs2)nn1	0	1	0	-1	1	3	-1	-1.0	-10	44
2	Cc1ccc(N2C(=O)NC(NS(=O)(=O)c3ccccc3)(C(F)(F)F)C2=O)cc1C (configuration not stated)	2	-19	13	-1	1	12	0	3.8	-7	-4
3	Cc1cc(C)c2cc(C#N)c(N3CCCN(C(=S)NCCCN(C)C)CC3)nc2c1	-2	-23	-1	-31	31	-1	-1	-0.1	-1	13
4	CCC1C(=O)NCCN1C(=O)c1ccc2nc(Cc3cccc(Cl)c3)oc2c1 (configuration not stated)	0	-8	-5	nt	-3	2	-1	-1.2	1	9
5	CCCCN(C(=O)COc1ccc(C)cc1OC)c1c(N)n(CCC)c(=O)[nH]c1=O	4	5	-1	7	-7	0	0	1.0	-2	8
6	COc1cccc(CNC(=O)c2c[nH]n3c(=O)c(Cl)c(C)nc23)c1	-5	-5	-3	19	-19	0	10	-1.1	-4	10
7	C=CCc1cccc(OC)c1OCCOCCn1ccnc1	-4	0	-3	14	-14	2	-1	-1.0	3	11
8	COc1ccc(S(=O)(=O)NCC2CCCN(C(=O)c3cccnc3C)C2)cc1 (configuration not stated)	-5	9	11	7	-7	-3	1	11	0	8
9	COC(=O)c1[nH]c2cc(OC)ccc2c1N=CN(C)C	-1	10	-5	11	-11	0	-3	-2.7	0	40
10	OCCC1CN(Cc2nc3c(s2)CCCC3)CCN1Cc1ccsc1 (configuration not stated)	-4	-9	-4	18	-18	14	-3	-1.0	-9	3
11	Cc1cccnc1Nc1nc(-c2ccccn2)cs1	2	0	-15	-4	4	1	-2	-0.2	0	5
12	Cc1ccc(S(=O)(=O)N2CCC(=O)N(CCOCc3ccc(C(F)(F)F)cc3)CC2)cc1	-5	-17	-13	11	-11	nt	-2	3.1	12	2
13	CCCNC(=O)c1ccc(Cl)c(Cl)c1	-9	8	-11	-1	1	0	-4	-1.3	-10	-8
14	COc1ccccc1CNC(=O)COC(=O)c1ccc(-n2cnnn2)cc1	0	-6	-5	11	-11	-1	-2	-0.3	7	20
15	COc1ccccc1[C@H]1C(c2cccc(Cl)c2)=NN(c2ccccc2)[C@@H]1CO	-8	-56	-5	-16	16	nt	-5	-0.3	-2	-6
16	COc1ccc(-c2cn[nH]c2N)cc1	-4	-8	-4	5	-5	63*	1	-1.7	5	-3
17	N#Cc1ccc(C(c2nnnn2C2CCCC2)N2CCC(Cc3ccccc3)CC2)cc1 (configuration not stated)	-7	-12	3	-9	9	6	1	0.2	9	2
18	N#Cc1cc2c(=O)n3ccccc3nc2n(CCCN2CCOCC2)c1=O	-4	-28	-4	-7	7	nt	1	0.5	3	-4
19	COc1ccccc1N(CN1C(=O)c2ccccc2C1=O)C(=O)c1cccnc1	4	-8	0	16	-16	-3	-3	-0.8	-2	0
20	COc1ccc(Cc2nc3ccc(C(=O)NCCn4ccnc4C)cc3o2)cc1OC	-3	-14	0	19	-19	1	2	-0.5	-11	-1
21	CC1(NC(=O)CSc2nnc(-c3ccco3)n2Cc2ccccc2)CCS(=O)(=O)C1 (configuration not stated)	5	5	5	11	-11	1	-1	0.7	-5	49
22	CCOC(=O)C(C(C)=O)c1c(Br)c(O)c(O)c2c(C(=O)c3ccc(C)cc3)coc12 (configuration not stated)	2	-5	-3	-44	44	1	10	-0.5	-3	51
23	COc1ccc(C(C#N)CCC2OCCO2)cc1OC (configuration not stated)	-3	-13	10	6	-6	nt	-2	-1.9	-7	2
24	CC1(C)CC(NC(=O)c2cc(S(=O)(=O)N3CCCCC3)ccc2Cl)CC(C)(C)N1	-1	-7	7	-2	2	0	-1	-0.5	-2	-6
25	O=C1c2ccccc2C(=O)N1CCCCNc1ccccc1	-4	-9	-17	-2	2	4	-2	0.2	-1	-3

# Part of the list above in order of length of the SMILES, rising.
nr	molecule	Keap1 Nrf2 FP	PvdQ inh	PKA-R2B activ	SR-BI DiI-HDL act	SR-BI DiI inh	NSD2 inh	DAGLB inhibitor	LANA DNA inh	Cardiac RTF inh	Arrestin-AP2 inh
16	COc1ccc(-c2cn[nH]c2N)cc1	-4	-8	-4	5	-5	63*	1	-1.7	5	-3
11	Cc1cccnc1Nc1nc(-c2ccccn2)cs1	2	0	-15	-4	4	1	-2	-0.2	0	5
7	C=CCc1cccc(OC)c1OCCOCCn1ccnc1	-4	0	-3	14	-14	2	-1	-1.0	3	11
25	O=C1c2ccccc2C(=O)N1CCCCNc1ccccc1	-4	-9	-17	-2	2	4	-2	0.2	-1	-3
1	COc1ccccc1CNC(=O)CSc1ccc(-c2cccs2)nn1	0	1	0	-1	1	3	-1	-1.0	-10	44
14	COc1ccccc1CNC(=O)COC(=O)c1ccc(-n2cnnn2)cc1	0	-6	-5	11	-11	-1	-2	-0.3	7	20
20	COc1ccc(Cc2nc3ccc(C(=O)NCCn4ccnc4C)cc3o2)cc1OC	-3	-14	0	19	-19	1	2	-0.5	-11	-1
4	CCC1C(=O)NCCN1C(=O)c1ccc2nc(Cc3cccc(Cl)c3)oc2c1 (configuration not stated)	0	-8	-5	nt	-3	2	-1	-1.2	1	9
17	N#Cc1ccc(C(c2nnnn2C2CCCC2)N2CCC(Cc3ccccc3)CC2)cc1 (configuration not stated)	-7	-12	3	-9	9	6	1	0.2	9	2
5	CCCCN(C(=O)COc1ccc(C)cc1OC)c1c(N)n(CCC)c(=O)[nH]c1=O	4	5	-1	7	-7	0	0	1.0	-2	8
15	COc1ccccc1[C@H]1C(c2cccc(Cl)c2)=NN(c2ccccc2)[C@@H]1CO	-8	-56	-5	-16	16	nt	-5	-0.3	-2	-6
2	Cc1ccc(N2C(=O)NC(NS(=O)(=O)c3ccccc3)(C(F)(F)F)C2=O)cc1C (configuration not stated)	2	-19	13	-1	1	12	0	3.8	-7	-4

# More compounds follow.
nr	molecule	Keap1 Nrf2 FP	PvdQ inh	PKA-R2B activ	SR-BI DiI-HDL act	SR-BI DiI inh	NSD2 inh	DAGLB inhibitor	LANA DNA inh	Cardiac RTF inh	Arrestin-AP2 inh
26	Cc1cccc(NC(=O)CSCC(=O)N2CCN(Cc3ccc4c(c3)OCO4)CC2)c1	2	4	-15	5	-5	2	-1	-2.1	-2	1
27	CC(=O)N1CCN(C2=NC(=O)/C(=C\c3cccs3)S2)CC1	-1	6	0	5	-5	-1	0	-0.1	3	41
28	CN(C)C(=O)c1ccc(Nc2nc(-c3cccs3)nc3ccccc23)cc1	2	-3	2	-30	30	2	2	0.3	-8	-6
29	CC(C)CCN1C(=O)CCC1(C)C(=O)NC1CCCCCC1 (configuration not stated)	-2	-19	-6	13	-13	-8	1	-2.0	-1	3
30	CC(C)(C)OC(=O)NCCCCCNC(=O)c1[nH]cnc1C(=O)N[C@@H](Cc1ccccc1)C(=O)OC(C)(C)C	-3	-6	-14	14	-14	nt	-1	-1.3	-3	-10
31	Cc1ccc2c(Cl)c(C(=O)Nc3ccc4c(c3)OCO4)sc2c1	0	-9	-3	-24	24	0	3	-2.8	7	-1
32	O=C(NCC(c1ccc(F)cc1)N1CCOCC1)c1ccc(-c2ccccc2)cc1 (configuration not stated)	-3	4	-10	-32	32	2	-2	2.1	1	13
33	O=c1c2c3c(sc2n(CCN2CCOCC2)c(=O)n1Cc1ccco1)CCCCC3	-4	6	-4	-13	13	8	0	-0.2	-10	9
34	CSc1ccc(C(=O)C2CCCN(C(=O)c3cccc(N4CCOCC4)c3)C2)cc1 (configuration not stated)	-5	-8	-6	-2	2	2	-1	0.3	-12	11
35	COc1ccc(CN(C(=O)CCC(=O)Nc2cc(C)on2)C(C(=O)NC(C)(C)C)c2cccc(OC)c2OC)cc1 (configuration not stated)	2	6	3	-3	3	1	-1	0.3	-6	21
36	CCCn1cnc2c(oc3ccccc32)c1=O	2	-5	8	3	-3	2	0	-0.7	-4	12
37	CNC(=S)Nc1cc(S(=O)(=O)Nc2cc(Cl)ccc2Cl)ccc1N1CCCC1	-10	-6	-7	-9	9	4	10	-0.7	2	-6
38	OC1(c2ccccn2)COc2ccccc2O1 (configuration not stated)	-3	-9	-6	5	-5	1	2	1.2	-2	-5
39	COc1ccc2c(c1)cc1n2CCN=C1N	-1	-7	-3	-1	1	-2	0	0.8	-11	10
40	COc1cccc(CC(=O)Nc2nc(-c3ccc(F)c(F)c3)cs2)c1	-4	-7	3	-6	6	0	-5	3.6	-7	14
41	O=[N+]([O-])c1ccc(CNC2CCCc3ccccc32)cc1 (configuration not stated)	1	-4	-5	1	-1	-1	-3	0.7	-2	1
42	COc1ccccc1OCCOc1ccc(/C=N/n2cnnc2)cc1	2	-10	-2	nt	nt	4	-3	-0.7	-4	1
43	O=C(COC(=O)CNC(=O)C1CCCCC1)NCc1ccc(Cl)cc1	3	-6	-11	24	-24	-1	2	-0.6	-14	24
44	C=CC[N+]1(CC#CCOC(c2ccccc2)c2ccccc2)CCOCC1	6	-5	6	12	-12	-1	0	0.0	-6	-1
45	Cc1ccc(SC(=O)COc2ccc(C)c(C)c2)cc1	-16	1	-3	12	-12	-2	0	-0.6	6	30
46	Cc1ccnc(Nc2nc3ccccc3o2)n1	1	-4	-8	33	-33	nt	-2	0.3	-2	-4
47	Cc1cccc(CCNC(=O)C2CCCN(S(=O)(=O)c3cccc4nsnc34)C2)c1 (configuration not stated)	2	1	-3	-25	25	-7	-6	2.1	11	1
48	CCOC(=O)c1cn(CC(=O)Nc2ccc(OC)cc2OC)nn1	2	1	4	-8	8	0	-2	-0.4	1	23
49	COc1ccccc1-c1nc2n(n1)C(c1ccc(Cl)cc1)C(C(N)=O)=C(C)N2 (configuration not stated)	-1	-19	7	3	-3	0	2	1.6	-4	-1
50	O=C(c1ccc(F)cc1)C1CCN(C(=S)Nc2ccccc2Cl)CC1	-2	-1	-4	8	-8	-3	-1	-3.5	7	31
51	O=C(CCN1C(=O)CSc2ccccc21)Nc1ccc(C(F)(F)F)cc1	-4	-16	-5	7	-7	0	-4	-0.4	1	11
52	Cc1ccccc1C1CC(c2ccccc2OC(F)F)Nc2ncnn21 (configuration not stated)	-2	-16	5	20	-20	19	2	0.9	-6	-6
53	CCOC(=O)CC(C(=O)OCC)P(=O)(c1ccccc1)c1ccccc1 (configuration not stated)	-4	6	0	0	0	-1	-2	-1.0	-1	21
54	N#C/C(N=Nc1ccccc1O)=N\Nc1ccccc1O	-1	-6	-4	-37	37	nt	41*	0.4	-21	3
